IDH1 mut inh = inhibitors of IDH1 R132H reductase, primary screen, biochemical, plate reader, single point. Isocitrate dehydrogenase [NADP] cytoplasmic (Homo sapiens), O75874. diaphorase/resazurin fluorescence, 60 min. actives 0.18% (n = 70,000). inhibition, % at 10 µM; in the data active = inhibition above about 34%;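 also: 0% = DMSO and 100% = no enzyme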
Target sequence (O75874 whole entry R132H): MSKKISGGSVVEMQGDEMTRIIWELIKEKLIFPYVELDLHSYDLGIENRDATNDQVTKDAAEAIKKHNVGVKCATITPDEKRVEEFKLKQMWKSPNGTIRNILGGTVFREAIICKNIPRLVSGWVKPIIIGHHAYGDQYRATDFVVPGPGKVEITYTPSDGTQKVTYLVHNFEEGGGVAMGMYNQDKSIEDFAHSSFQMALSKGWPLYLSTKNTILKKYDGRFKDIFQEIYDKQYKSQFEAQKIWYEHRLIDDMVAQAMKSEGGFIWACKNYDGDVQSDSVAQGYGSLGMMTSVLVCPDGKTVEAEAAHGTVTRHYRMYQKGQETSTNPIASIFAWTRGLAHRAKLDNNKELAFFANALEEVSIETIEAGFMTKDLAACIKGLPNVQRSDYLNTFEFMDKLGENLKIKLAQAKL
EZH2 inh = EZH2/PRC2 methyltransferase inhibitors, primary screen, biochemical, DELFIA time-resolved fluorescence, single point; inhibition, % at 12.5 µM; PRC2 H3K27 methylation, DELFIA TRF, 1 h; actives 0.35% (n = 57,000); AID 651548, 2012;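 active = mean inhibition of replicates at least 50% and every single replicate also reaching 50%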;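 also: dimethyl H3K27 on biotinylated H3 21-44 peptide detected by antibody; plate controls were median neutral control wells for no effect and median positive control wells for full effect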
* hit, by the source's call; . = not tested or not shown. This is a subset; count on the stated rates, not on these rows.

Results follow in this order: IDH1 mut inh | EZH2 inh
- C[C@H](CO)N1C[C@H](C)[C@H](CN(C)Cc2ccc3c(c2)OCO3)Oc2ccc(NS(C)(=O)=O)cc2C1=O
→ . | 1
- C[C@@H]1CN([C@H](C)CO)C(=O)c2ccccc2-c2ccccc2CO[C@H]1CN(C)C(=O)Nc1ccc2c(c1)OCO2
→ . | -10
- Cc1noc(C)c1NC(=O)Nc1ccc2c(c1)C(=O)N([C@@H](C)CO)C[C@@H](C)[C@@H](CN(C)Cc1ccc(C(=O)Nc3ccccc3N)cc1)O2
→ -0.5 | 8
- C[C@H](CO)N1C[C@H](C)[C@H](CN(C)C(=O)Nc2ccc3c(c2)OCO3)Oc2cc(C3=CCCCC3)ccc2S1(=O)=O
→ -1.1 | -5
- C[C@H]1CN([C@@H](C)CO)C(=O)c2cccc(NC(=O)NC3CCCCC3)c2O[C@@H]1CN(C)S(=O)(=O)c1ccccc1
→ -0.4 | 0
- C[C@@H]1CN([C@H](C)CO)C(=O)CCCn2cc(nn2)CO[C@H]1CN(C)S(=O)(=O)c1ccccc1
→ 0.6 | .
- C[C@@H]1CN([C@@H](C)CO)C(=O)c2cc(NS(C)(=O)=O)ccc2O[C@@H](C)CCCCO[C@H]1CN(C)C(=O)c1ccncc1
→ 0.2 | .
- C[C@@H]1CN([C@H](C)CO)C(=O)c2cc(C#CCN(C)C)cnc2O[C@@H]1CN(C)C(=O)c1cccnc1
→ -2.9 | .
- O=C(CSc1nnnn1-c1ccccc1)Nc1cc(Cl)ccc1O
→ -0.2 | -3
- C[C@@H]1CN([C@@H](C)CO)S(=O)(=O)c2ccc(Br)cc2O[C@H]1CN(C)C(=O)c1ccncc1
→ . | 24
- COCC(=O)Nc1ccc2c(c1)C(=O)N(C)C[C@H](OC)[C@H](C)CN(C(C)=O)[C@H](C)CO2
→ 0.2 | 0
- COc1ccc(S(=O)(=O)Nc2cccc3c2O[C@H](CN(C)Cc2ccccc2)[C@H](C)CN([C@H](C)CO)C3=O)cc1
→ . | 0
- CC(C)NC[C@@H](O)COc1ccc(CC(N)=O)cc1
→ 0.0 | 0
- C[C@@H]1CN([C@@H](C)CO)C(=O)c2cccc(NC(=O)c3cnccn3)c2O[C@@H]1CN(C)C(=O)Nc1cccc2ccccc12
→ 0.5 | 5
- COc1cccc(OC)c1/C=N/NC(=O)CCCCCCC(=O)Nc1ccccc1O
→ . | 11
- Cc1ccc(NC(=O)COc2ccc(C(=O)Nc3ccc(F)cc3)cc2)cc1
→ -0.2 | 17
- C[C@@H]1CN([C@@H](C)CO)S(=O)(=O)c2ccc(C#CC3CC3)cc2O[C@@H]1CN(C)Cc1cccc(F)c1
→ -0.1 | 24
- CNC[C@H]1Oc2ncc(-c3ccc(OC)cc3)cc2C(=O)N([C@@H](C)CO)C[C@H]1C
→ -0.6 | -10
- C[C@@H]1CN([C@H](C)CO)C(=O)c2cc(C#CC3CCCCC3)cnc2O[C@H]1CN(C)S(=O)(=O)c1ccccc1
→ -2.8 | -4
- CCC(=O)N1C[C@H](C)[C@H](OC)CN(C)C(=O)c2cc(NC(=O)NC(C)C)ccc2OC[C@H]1C
→ -0.2 | -5
- O=C(N[C@@H]1CC[C@H](CCNC(=O)C2CC2)O[C@@H]1CO)c1ccncc1
→ 0.2 | 2
- C[C@H]1CN([C@@H](C)CO)S(=O)(=O)c2ccc(Br)cc2O[C@H]1CN(C)C(=O)Cc1ccccc1
→ . | 4
- COc1ccc(CN(C)C[C@H]2OCCCC[C@@H](C)Oc3ccc(NC(=O)C4CCCCC4)cc3C(=O)N([C@@H](C)CO)C[C@H]2C)cc1
→ 1.5 | .
- O=C(N[C@H]1CC[C@H](CC(=O)N2CCCCC2)O[C@H]1CO)c1ccccn1
→ 0.3 | 2
- NS(=O)(=O)c1ccc(NC(=O)CSc2nnc(-c3ccccc3Cl)n2-c2ccccc2)cc1
→ 0.1 | -23
- COc1ccccc1S(=O)(=O)N[C@H]1CC[C@@H](CCNC(=O)C2CCC2)O[C@@H]1CO
→ 0.3 | -2
- C[C@@H]1CCCCO[C@H](CN(C)S(=O)(=O)c2ccccc2)[C@H](C)CN([C@@H](C)CO)C(=O)c2cc(NC(=O)Nc3ccc(C(F)(F)F)cc3)ccc2O1
→ 2.8 | .
- C[C@H](CO)N1C[C@H](C)[C@@H](CN(C)C(=O)CN(C)C)Oc2ncc(C3=CCCC3)cc2C1=O
→ -0.1 | 11
- C[C@@H]1CN([C@H](C)CO)C(=O)c2cc(NC(=O)Cc3ccccc3)ccc2O[C@@H]1CN(C)Cc1ccc(Cl)c(Cl)c1
→ 0.8 | .
- C[C@@H]1CN([C@H](C)CO)C(=O)c2cc(Br)cnc2O[C@H]1CN(C)Cc1ccccn1
→ -0.6 | 0
- C[C@@H]1CN([C@@H](C)CO)C(=O)Cc2cc(NC(=O)Cc3ccccc3)ccc2O[C@H]1CN(C)C
→ -2.9 | -7
- Cc1noc(C)c1NC(=O)Nc1ccc2c(c1)CC(=O)N([C@@H](C)CO)C[C@H](C)[C@H](CN(C)Cc1ccccc1)O2
→ 0.2 | 0
- CNC[C@@H]1Oc2c(NC(=O)c3ccncc3)cccc2C(=O)N([C@@H](C)CO)C[C@@H]1C
→ 0.2 | 0
- O=C(CCN1CCCCC1)NCC[C@@H]1CC[C@H](NC(=O)C2CCOCC2)[C@H](CO)O1
→ 0.2 | 2
- Cc1noc(C)c1S(=O)(=O)Nc1ccc2c(c1)CC(=O)N([C@@H](C)CO)C[C@H](C)[C@@H](CN(C)S(=O)(=O)c1c(C)noc1C)O2
→ 0.3 | .
- O=c1ncn(Cc2ccccn2)cc1-c1ccccc1
→ -0.4 | -11
- Cc1noc(C)c1NC(=O)N(C)C[C@@H]1Oc2ccc(NS(=O)(=O)c3ccccc3)cc2C(=O)N([C@H](C)CO)C[C@@H]1C
→ 0.1 | .
- CO[C@@H]1CN(C)C(=O)c2cc(NC(=O)c3cc(C)on3)ccc2OC[C@@H](C)N(S(=O)(=O)c2ccccc2)C[C@H]1C
→ 0.0 | 0
- C[C@H](O)C#Cc1cnc2c(c1)C(=O)N([C@@H](C)CO)C[C@H](C)[C@@H](CN(C)C(=O)Nc1ccc(C(F)(F)F)cc1)O2
→ . | -7
- COCC#Cc1ccc2c(c1)O[C@H](CN(C)C(=O)Nc1ccc(OC)cc1)[C@@H](C)CN([C@H](C)CO)S2(=O)=O
→ -0.3 | .
- CN1CCN(CCn2c(-c3ccc(Br)cc3)cn3c4ccccc4nc23)CC1
→ -0.2 | 4
- C[C@H](CO)N1C[C@H](C)[C@@H](CN(C)C(=O)c2ccncc2)OCc2ccccc2-c2ccccc2C1=O
→ 1.2 | 7
- C[C@@H]1CN([C@H](C)CO)C(=O)c2cc(C3=CCCC3)cnc2O[C@@H]1CN(C)C(=O)C1CCOCC1
→ . | -8
- O=C(NCC[C@@H]1CC[C@@H](NC(=O)c2ccc3c(c2)OCO3)[C@H](CO)O1)Nc1ccc(Cl)cc1
→ 0.2 | 4
- C[C@@H]1CN([C@@H](C)CO)C(=O)Cc2cc(NC(=O)Nc3ccc4c(c3)OCO4)ccc2O[C@H]1CN(C)C(=O)Nc1ccc(C(F)(F)F)cc1
→ 0.2 | .
- C[C@H]1CCCCO[C@H](CN(C)Cc2ccncc2)[C@@H](C)CN([C@@H](C)CO)C(=O)c2cc(NS(=O)(=O)c3ccc(Cl)cc3)ccc2O1
→ 27 | .
- C[C@H]1CN([C@@H](C)CO)C(=O)Cc2cc(NC(=O)C3CC3)ccc2O[C@H]1CN(C)CC1CC1
→ 0.2 | -2
- C[C@@H]1CCCCO[C@@H](CN(C)Cc2ccncc2)[C@@H](C)CN([C@@H](C)CO)C(=O)c2cc(NS(=O)(=O)c3cccs3)ccc2O1
→ 19 | .
- CC(=O)O[C@@H]1CC[C@@]2(C)C(C[C@@H](OC(C)=O)[C@@]3(C)C4=CC(=O)O[C@@H](c5ccoc5)[C@]4(C)CCC23)C1(C)C (stereo not given in full)
→ -0.1 | .
- C[C@@H]1CCCCO[C@@H](CN(C)S(=O)(=O)c2cccs2)[C@@H](C)CN([C@@H](C)CO)C(=O)c2cc(NC(=O)c3ccccc3)ccc2O1
→ -16 | .
- C[C@@H](O)C#Cc1cnc2c(c1)C(=O)N([C@@H](C)CO)C[C@H](C)[C@H](CN(C)C(=O)Cc1ccncc1)O2
→ . | -2
- CCC(=O)N(C)C[C@@H]1Oc2ncc(-c3ccc(F)cc3)cc2C(=O)N([C@@H](C)CO)C[C@@H]1C
→ -0.2 | 7
- CO[C@@H]1CN(C)C(=O)c2ccc(NS(=O)(=O)c3ccccc3)cc2OC[C@H](C)N(Cc2cccnc2)C[C@H]1C
→ -0.1 | 1
- CC(C)(O[C@@H]1O[C@H](CO)[C@@H](O)[C@H](O)[C@H]1O)[C@@H](O)COc1c2ccoc2cc2oc(=O)ccc12
→ 1.6 | .
- C[C@@H]1CN([C@H](C)CO)C(=O)c2cc(NS(=O)(=O)c3ccc(F)cc3)ccc2O[C@@H]1CN(C)C(=O)Nc1ccc(C(F)(F)F)cc1
→ 1.4 | .
- COc1cccc(NC(=O)N[C@@H]2C=C[C@H](CC(=O)N3CCOCC3)O[C@H]2CO)c1
→ 0.0 | 7
- CCCNC(=O)Nc1ccc2c(c1)C(=O)N(C)C[C@H](OC)[C@@H](C)CN(Cc1ccc(-c3ccccn3)cc1)[C@H](C)CO2
→ -0.2 | -8
- COc1ccc(CN(C)C[C@H]2OCCCC[C@H](C)Oc3ccc(NS(=O)(=O)c4ccc(F)cc4)cc3C(=O)N([C@H](C)CO)C[C@H]2C)cc1
→ 1.5 | .
- Cc1ccc(-c2nc3cc(NC(=O)COc4ccc([N+](=O)[O-])cc4)ccc3o2)cc1C
→ 0.4 | 11
- COc1cccc(CNC(=O)C[C@@H]2CC[C@@H](NC(=O)C3CCC3)[C@@H](CO)O2)c1
→ -0.1 | -1

Next part.
Results follow in this order: IDH1 mut inh | EZH2 inh
- C[C@H]1CN([C@@H](C)CO)C(=O)Cc2cc(NC(=O)CCN3CCOCC3)ccc2O[C@H]1CN(C)Cc1ccccc1
→ -0.5 | -7
- COc1cc2c(cc1NC(=O)c1cc(-c3cccnc3)nc3ccc(C)cc13)oc1ccccc12
→ -0.1 | 0
- CO[C@H]1CN(C)C(=O)c2cc(NC(=O)Nc3ccccc3)ccc2OC[C@H](C)N(CC2CC2)C[C@H]1C
→ -0.1 | -8
- C[C@@H]1CN([C@H](C)CO)C(=O)c2cc(NC(=O)Nc3ccccc3)ccc2O[C@H]1CN(C)Cc1ccccc1
→ . | 8
- COCC(=O)Nc1ccc2c(c1)C(=O)N(C)C[C@H](OC)[C@@H](C)CN(Cc1cc(F)ccc1F)[C@@H](C)CO2
→ -0.1 | -5
- C[C@H](O)C#Cc1ccc2c(c1)O[C@H](CN(C)Cc1ccccc1)[C@@H](C)CN([C@H](C)CO)S2(=O)=O
→ . | 1
- C[C@@H]1CN([C@H](C)CO)C(=O)Cc2cc(NC(=O)c3ccncc3)ccc2O[C@@H]1CN(C)C(=O)Nc1ccc(F)cc1
→ 1.3 | 14
- C=CCn1c(Sc2ncnc3c2cnn3-c2ccccc2)nnc1-c1ccncc1
→ 0.6 | 3
- C[C@@H]1CCCCO[C@@H](CN(C)CC2CCCCC2)[C@@H](C)CN([C@H](C)CO)C(=O)c2cc(NC(=O)CCC(F)(F)F)ccc2O1
→ 2.6 | .
- CO[C@H]1CN(C)C(=O)c2cc(NS(=O)(=O)c3ccccc3)ccc2OC[C@H](C)NC[C@H]1C
→ 0.1 | -5
- CO[C@@H]1CN(C)C(=O)c2cc(NC(=O)Nc3cccc(F)c3)ccc2OC[C@H](C)N(C(=O)C2CC2)C[C@@H]1C
→ . | -25
- CCOc1ccc(NC(=O)CC2NCCNC2=O)cc1 (stereo not given)
→ -0.2 | 11
- Cc1ccc(S(=O)(=O)N[C@@H]2CC[C@H](CCn3cc(-c4cccc(F)c4)nn3)O[C@@H]2CO)cc1
→ -0.4 | -11
- C[C@H]1CN([C@@H](C)CO)C(=O)Cc2cc(NC(=O)Nc3ccc4c(c3)OCO4)ccc2O[C@@H]1CN(C)Cc1ccc2c(c1)OCO2
→ -1.8 | -16
- C[C@@H]1CN([C@@H](C)CO)C(=O)c2cc(C#Cc3ccccc3)cnc2O[C@@H]1CN(C)C(=O)c1ccccn1
→ -2.9 | .
- Cc1ccc(S(=O)(=O)Nc2ccc3c(c2)C(=O)N([C@H](C)CO)C[C@@H](C)[C@@H](CN(C)C(=O)Nc2ccc4c(c2)OCO4)O3)cc1
→ -0.1 | .
- Cc1cc(C(=O)Nc2cccc3c2O[C@H](CN(C)CC2CCCCC2)[C@H](C)CN([C@H](C)CO)C3=O)n(C)n1
→ . | 5

Reprinted from the entries so far (9 entries):
Results follow in this order: IDH1 mut inh | EZH2 inh
- C[C@H]1CN([C@@H](C)CO)C(=O)Cc2cc(NC(=O)CCN3CCOCC3)ccc2O[C@H]1CN(C)Cc1ccccc1
→ -0.5 | -7
- COc1cc2c(cc1NC(=O)c1cc(-c3cccnc3)nc3ccc(C)cc13)oc1ccccc12
→ -0.1 | 0
- CO[C@H]1CN(C)C(=O)c2cc(NC(=O)Nc3ccccc3)ccc2OC[C@H](C)N(CC2CC2)C[C@H]1C
→ -0.1 | -8
- C[C@@H]1CN([C@H](C)CO)C(=O)c2cc(NC(=O)Nc3ccccc3)ccc2O[C@H]1CN(C)Cc1ccccc1
→ . | 8
- COCC(=O)Nc1ccc2c(c1)C(=O)N(C)C[C@H](OC)[C@@H](C)CN(Cc1cc(F)ccc1F)[C@@H](C)CO2
→ -0.1 | -5
- C[C@H](O)C#Cc1ccc2c(c1)O[C@H](CN(C)Cc1ccccc1)[C@@H](C)CN([C@H](C)CO)S2(=O)=O
→ . | 1
- C[C@@H]1CN([C@H](C)CO)C(=O)Cc2cc(NC(=O)c3ccncc3)ccc2O[C@@H]1CN(C)C(=O)Nc1ccc(F)cc1
→ 1.3 | 14
- C=CCn1c(Sc2ncnc3c2cnn3-c2ccccc2)nnc1-c1ccncc1
→ 0.6 | 3
- C[C@@H]1CCCCO[C@@H](CN(C)CC2CCCCC2)[C@@H](C)CN([C@H](C)CO)C(=O)c2cc(NC(=O)CCC(F)(F)F)ccc2O1
→ 2.6 | .
